Screens from PubChem.
GSIS activator – primary screen for activators of insulin secretion dependent on glucose, INS-1E cells, GLuc reporter luminescence; INS-1E GLuc reporter insulin secretion, 2-3 h; activation, % at 16.6 µM; 370,000 tested, 0.61% active; AID 743287;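 active = lowest replicate activation of at least 40%, so every replicate reaches that level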;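 note: 0% = median of neutral control wells and 100% = median of IBMX positive control wells; some compounds called inactive have numbers as strong as hits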
Statin myotox sup – suppressors of simvastatin-induced myotoxicity in C2C12 myotubes; 330,000 tested, 0.78% active; AID 602340; rescue of ATP level, % at 7.49 µM; ATP luminescence, 48 h; scaled: DMSO 0, geranylgeraniol control 100;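 active = mean ATP rescue above about 67%, or every replicate alone reaching that limit, limit read from the data, passing the limit was not always enough; inconclusive = no clear call, values can overlap the other calls; inactive = mean under the limit and some replicate under it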;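 note: myotubes were challenged with 10 µM simvastatin during compound exposure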
PGC1a acetyl inh – lowers PGC1a acetylation signal in U2OS cells | AlphaScreen anti-acetyl-lysine; with virally co-expressed GCN5 acetyltransferase | inhibition, % at 15.6 µM | 350,000 tested, 0.17% active;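 active = every replicate shows inhibition of at least 40%; inconclusive = mean inhibition at least 40% but some replicate below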;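 note: 0% = neutral control wells and 100% = positive control wells; some results beyond the cut were filed as inactive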
F508del corr – correctors of CFTR F508del function in bronchial epithelial cells; CFBE cells, YFP halide quenching; stimulated with forskolin plus potentiator P3; % fluorescence drop versus neutral controls; 350,000 tested, 0.36% active; activity (quench increase), % at 7.58 µM;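 active = mean added fluorescence quench of at least 8% versus neutral control, with both replicates also reaching 8%; inconclusive = only one of the mean or replicate conditions met; inactive = mean below 8% and not both replicates reaching 8%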;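 note: cells transiently co-express mutant CFTR-F508del with the halide-sensitive YFP; corrector assay measuring rescue of mutant channel to the surface after 24 h compound exposure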
FN deposit inh – fibronectin deposition inhibition; AH1F fibroblasts, Alexa488-fibronectin deposition fluorescence, overnight; inhibition, % at 12.6 µM; 350,000 tested, 0.086% active;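 active = mean inhibition across replicates of 30% or more, regardless of how many single replicates reach that level; inconclusive = mean under 30% yet at least half of replicates reach 30%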;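 note: positive control wells lacked labelled fibronectin entirely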
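Assay system: AH1F fibroblasts / Quantity: 10000 cells per well / Medium: DMEM plus 2% serum, read in PBS / Reagent: labelled fibronectin 24 nM / Dosing: single dose, pinned / Times: 1 h cell attachment, overnight exposure to compound and label / Signal: fluorescence, ex 485 nm, em 525 nm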
miR122 inh – miR-122 inhibition in Huh7 cells; activation (reporter increase), % at 12.5 µM; AID 602342; Huh7 miR-122 Renilla luciferase sensor, 48 h; neutral wells = 0, positive control = 100; 340,000 tested, 0.3% active;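 active = mean replicate activation score at least 90 and every replicate individually at or above 90; inconclusive = only one of the two criteria met; inactive = neither criterion met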;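 note: higher luciferase means less miR-122 activity so hits act as miR-122 inhibitors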
Cneo AK release – causes C. neoformans cell lysis; AID 651654; 360,000 tested, 0.2% active; adenylate kinase release luminescence, 4 h; normalised: neutral wells 0, clomiphene wells 100; lysis activity, % at 15 µM;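 active = mean lysis activity across replicates of at least 80%, whatever share of replicates individually reach that level; inactive = mean lysis activity below 80%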
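Material: C. neoformans cells | Amount: Yeast cell density of 5 × 10^6 cells/mL | Medium: Fresh YPD growth medium | Dosing: Single dose | Times: Static 4 h at 37 °C with compound, 1 h detection | Detection: AK luminescence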
PglD inh – inhibitors of Campylobacter jejuni PglD acetyltransferase; purified PglD enzyme, DTNB colorimetric CoA detection; inhibition, % at 12.5 µM; 360,000 tested, 0.098% active; in the data active = inhibition above about 16%, passing the limit was not always enough; inconclusive = no clear call, values can overlap the other calls; note: strong numbers were not always called active
An asterisk follows results filed as active; ? = inconclusive; . = no result given; & = joins results of further samples; [ ] = remark or other dose.

SMILES	GSIS activator	Statin myotox sup	PGC1a acetyl inh	F508del corr	FN deposit inh	miR122 inh	Cneo AK release	PglD inh
Cc1cc(C)n(CC(=O)N2CCc3ccccc32)c(=O)c1C#N	8	0	7	-0.4	0	-10	-1	2
Cc1cc(NC(=O)CCC(=O)N(c2cccnc2)C(C(=O)NC2CCCC2)c2ccccc2)no1 (stereo not drawn)	.	.	32	.	.	-1	2	-2
O=C(Nc1ccc(Cl)cc1)N[C@@H]1CC[C@H](CCNS(=O)(=O)c2ccccc2F)O[C@H]1CO	2	-5	-1	0.2	-18	.	2	1
CNC[C@@H]1Oc2cc(-c3ccccc3OC)ccc2S(=O)(=O)N([C@H](C)CO)C[C@H]1C	6	.	6	-0.3	.	0[16.7 µM]	4	6
CO[C@@H]1CN(C)C(=O)c2ccc(NC(=O)C3CCCCC3)cc2OC[C@@H](C)N(Cc2nccs2)C[C@@H]1C	-22	-9	.	-1.5	8	5[16.7 µM]	59	1
C[C@@H]1CN([C@H](C)CO)C(=O)Cc2cc(NC(=O)Nc3ccc4c(c3)OCO4)ccc2O[C@H]1CN(C)C	6	-5	9	3.6	.	5[16.7 µM]	54	1
CC1Cc2nc(SCC(N)=O)n(Cc3ccccc3)c(=O)c2S1 (stereo not drawn)	.	10	-3	1.7	-1	-5	2	-1
Cc1cc(N2CCN(C)CC2)ccc1NC(=O)c1ccc(-c2ccc(Cl)cc2)o1	-16	5	.	-0.7	5	.	1	0
O=C(COc1ccc(F)cc1Cl)NC1CCCCCC1	-6	-5	0	-5.0	0	2	-2	-3
O=C(c1cc(Cl)cc(Cl)c1)N1CCC(=O)N(C(COCc2ccccc2)Cc2ccccc2)CC1 (stereo not drawn)	.	13	.	0.5	10	-3	0	-2
Cc1noc(C)c1S(=O)(=O)Nc1ccc2c(c1)C(=O)N([C@@H](C)CO)C[C@@H](C)[C@H](CN(C)C(=O)NC1CCCCC1)O2	2	14	-17	1.1	3	19[16.7 µM]	-4	1
Cc1ccc(-c2nc3ccc(Br)cn3c2Cc2cccc(F)c2)cc1	-35	-3	8	3.6	-12	-1	-3	0
C[C@H]1CCCCO[C@H](CN(C)C(=O)NC2CCCCC2)[C@@H](C)CN([C@@H](C)CO)C(=O)c2cc(NC(=O)CCCN(C)C)ccc2O1	14	.	-2	0.2	-4	0[16.7 µM]	5	1
CC(C)NC(=O)N[C@@H]1C=C[C@H](CC(=O)O)O[C@H]1CO	6	0	-13	0.8	-14	.	7	-2
C[C@]12CC[C@@H]3c4ccc(O)cc4CC[C@H]3[C@@H]1C[C@@H](O)[C@@H]2O[C@@H]1O[C@H](C(=O)O)[C@@H](O)[C@H](O)[C@H]1O	-2	1	-9	-2.5	-6	3	0	-3

Another view of part of the listing above.
Values in the order: GSIS activator, Statin myotox sup, PGC1a acetyl inh, F508del corr, FN deposit inh, miR122 inh, Cneo AK release, PglD inh
C[C@@H]1CN([C@H](C)CO)C(=O)Cc2cc(NC(=O)Nc3ccc4c(c3)OCO4)ccc2O[C@H]1CN(C)C
  6, -5, 9, 3.6, ., 5[16.7 µM], 54, 1
CC(C)NC(=O)N[C@@H]1C=C[C@H](CC(=O)O)O[C@H]1CO
  6, 0, -13, 0.8, -14, ., 7, -2

(next part)
SMILES	GSIS activator	Statin myotox sup	PGC1a acetyl inh	F508del corr	FN deposit inh	miR122 inh	Cneo AK release	PglD inh
CCOc1ccc(NC(=O)CN(C)C(=O)/C=C/c2ccco2)cc1OCC	5	12	-6	1.3	6	-5	3	-4
Cc1cn([C@H]2C[C@H](O)[C@@H](CCC(=O)NCCc3c[nH]c4ccccc34)O2)c(=O)[nH]c1=O	.	14	0	-1.1	-4	-3	13	3
C[C@H](CO)N1C[C@H](C)[C@@H](CN(C)Cc2ccc(C(F)(F)F)cc2)Oc2c(NC(=O)C3CC3)cccc2C1=O	-14	17	-22	1.8	.	?	9	2
CCCCN1C(N)=NC[C@@H]1c1ccccc1	11	0	-1	-5.4	8	-1	0	6
Cc1cccc(CN2CCc3c([nH]c4ccccc34)C2C(C)(C)C)n1 (stereo not drawn)	-9	10	4	-0.2	5	6	2	-4
COc1ccccc1OCC(=O)N1CCNC1=O	8	-5	1	-5.4	6	-2	2	1
O=C(CN1NS(=O)(=O)c2ccccc2C1=O)Nc1ccccc1OC(F)F	.	13	13	.	-3	-14	1	-6
COc1ccc(OCc2cc(C(=O)N(C)CCC3CCOCC3)no2)c(Cl)c1	-9	10	-6	-0.2	-4	-9	-2	0
CCCC1CCc2c(sc(NC(=O)c3cccs3)c2C(N)=O)C1 (stereo not drawn)	-16	-58	-3	.	.	.	0	-4
C[C@H]1CN([C@@H](C)CO)S(=O)(=O)c2ccc(C3=CCCC3)cc2O[C@@H]1CN(C)C(=O)C1CCOCC1	-3	-6	2	-1.0	9	-16[16.7 µM]	48	-1
CC(C)c1c(C(=O)N/N=C/c2ccccc2C(=O)O)nnn1-c1nonc1N	-13	7	5	-1.2	15	-7	0	5
O=C(COC(=O)/C=C/c1ccccc1[N+](=O)[O-])NC1CCS(=O)(=O)C1 (stereo not drawn)	-13	.	-4	4.7	-16	.	.	.
O=C(Nc1ccc(F)cc1)Nc1nnc(-c2ccco2)s1	-6	.	-23	2.5	-4	.	.	.
O=C(N/N=C\c1cccs1)c1sccc1-n1cccc1	3	.	-6	-2.9	-19	.	.	.
CCC(=O)Nc1ccc(-c2ccc(NC(=O)CC)c(OC)c2)cc1OC	15	.	2	-2.3	0	.	.	.
CC(C)c1cc(CN2C(C)COCC2C)cc(C(C)C)c1O (stereo not drawn)	-17	5	6	-1.4	3	-7	1	4
Cc1c(/C=N/NC(=O)c2sc3ccccc3c2Cl)cnn1C	.	-8	-5	.	.	-1	1	-2
CC(=O)Nc1ccc(CNc2nc3cc(-c4ccc(F)cc4)sc3c(=O)n2C)cc1	-1	6	.	-4.8	3	-4	-1	7
O=C(C[C@@H]1C[C@@H]2c3cc(NC(=O)Nc4ccccc4F)ccc3O[C@@H]2[C@H](CO)O1)NCc1ccccn1	0	1	-8	0.1	-12	-1[16.7 µM]	1	0
Cc1cccc(C)c1NC(=O)CSc1nc(C)c(CC(=O)c2ccc(Br)cc2)c(C)c1C#N	.	4	4	.	.	-4	-3	0
C[C@@H]1CN([C@H](C)CO)S(=O)(=O)c2ccc(C3=CCCC3)cc2O[C@@H]1CN(C)C(=O)C1CCC1	-12	-11	-5	2.4	.	-7[16.7 µM]	-1	2
C[C@H](CO)N1C[C@H](C)[C@H](CN(C)C(=O)C2CCOCC2)Oc2ncc(-c3ccncc3)cc2C1=O	1	.	-4	0.0	-4	1[16.7 µM]	2	-1
CN(C)CC(=O)N[C@H]1CC[C@@H](CCNC(=O)C2CCC2)O[C@H]1CO	7	5	-6	-0.8	.	.	0	14
O=C1CC(C(F)(F)C(F)(F)C(F)(F)F)=Nc2ccccc2N1	6	.	-15	.	.	0	-1	-3
O=C(C1CCC1)N1CC2(C1)[C@@H](c1ccccc1)[C@@H](CO)N2Cc1nccs1	7	.	2	1.1	-3	.	.	.
CCOC(=O)C1=C(COC(=O)c2ccc(OC)c(OC)c2OC)NC(=O)NC1C (stereo not drawn)	34	-4	-17	-2.5	1	2	-1	0
CCC(=O)Nc1ccc2c(c1)C(=O)N(C)C[C@@H](OC)[C@H](C)CN(C(=O)NC(C)C)[C@@H](C)CO2	-14	-7	-10	1.1	-6	-3[16.7 µM]	4	-1
Cc1cc(=O)[nH]c(-n2nc(C)cc2C)n1	.	-3	8	.	.	5	-2	5
O=C(NCc1ccco1)c1cc(-c2ccccc2)c(N2CCOCC2)s1	.	-1	-4	.	3	3	0	-4
O=C1[C@@H]2[C@H](C(=O)N1O)[C@H]1C=C[C@@H]2C1	-8	-5	.	.	.	.	0	1
CCC(C)OC(=O)c1[nH]c2c(c1C)C(=O)CC(c1ccc(N(C)C)cc1)C2 (stereo not drawn)	14	-2	.	1.6	-17	-1	2	-1
CSc1nnc(NC(=O)c2cc(=O)c3cc(C)cc(C)c3o2)s1	.	.	8	-2.2	-6	.	0	-3
C[C@@H]1CN([C@@H](C)CO)C(=O)c2cc(NC(=O)Nc3cccc4ccccc34)ccc2O[C@@H]1CN(C)S(C)(=O)=O	-1	2	2	-1.7	.	-1[16.7 µM]	3	-4
c1cncc(-c2nnc3n2CCC3)c1	-5	9	-6	1.4	.	-3	-3	-3
COC(=O)c1ccc(Oc2nc(NC(C)C)nc(SC)n2)cc1	.	-34	-11	.	.	5	-5	-1
Nc1ccc(C(=O)OCC(=O)N2CCN(C(=O)c3ccco3)CC2)cc1[N+](=O)[O-]	-3	.	.	-3.6	5	-18	1	-3
COc1ccc(C#Cc2ccc([C@@H]3[C@@H](CO)N4CCCCN(Cc5ccccc5F)C[C@@H]34)cc2)cc1	95*	19	-3	-4.7	.	-1[16.7 µM]	4	-9
COc1ccc(S(=O)(=O)N(C)C[C@H]2Oc3ccc(NS(=O)(=O)c4cccs4)cc3CC(=O)N([C@H](C)CO)C[C@H]2C)cc1	8	-6&-5	3&6	0.5&0.2	4	19[16.7 µM]	13&-2	0&6
OC[C@@H]1Nc2ccc(-c3cccc(F)c3)cc2[C@H]2[C@@H]1CCN2Cc1ccc(F)cc1	1	24	2	0.9	2	7[16.7 µM]	60	3
COc1cccc(CNC(=O)c2cc(S(=O)(=O)N3CCCC3)cn2C)c1	.	-3	.	-1.8	13	1	-1	5
COc1ccc(S(=O)(=O)Cc2ccc(C(=O)N3CCN(c4ncccn4)CC3)o2)cc1	-2	0	2	0.6	-3	1	-1	3
CC(=O)c1c(C)oc(C)c1CSCc1ccc(C(=O)O)o1	12	.	.	.	-19	2	-1	-2
CCC(C)(C)NC(=O)C(c1cccnc1)N(CCOC)C(=O)Cn1nnc2ccccc21 (stereo not drawn)	.	-7	-8	.	.	-1	2	-8
Cc1cc(S(=O)(=O)N2CCCC2)ccc1OCC(=O)Nc1ccc(C(N)=O)cc1	2	10	5	3.5	2	-10	0	1

Of the compounds above, nine have an aryl methoxy group:
SMILES	GSIS activator	Statin myotox sup	PGC1a acetyl inh	F508del corr	FN deposit inh	miR122 inh	Cneo AK release	PglD inh
CNC[C@@H]1Oc2cc(-c3ccccc3OC)ccc2S(=O)(=O)N([C@H](C)CO)C[C@H]1C	6	.	6	-0.3	.	0[16.7 µM]	4	6
COc1ccccc1OCC(=O)N1CCNC1=O	8	-5	1	-5.4	6	-2	2	1
COc1ccc(OCc2cc(C(=O)N(C)CCC3CCOCC3)no2)c(Cl)c1	-9	10	-6	-0.2	-4	-9	-2	0
CCC(=O)Nc1ccc(-c2ccc(NC(=O)CC)c(OC)c2)cc1OC	15	.	2	-2.3	0	.	.	.
CCOC(=O)C1=C(COC(=O)c2ccc(OC)c(OC)c2OC)NC(=O)NC1C (stereo not drawn)	34	-4	-17	-2.5	1	2	-1	0
COc1ccc(C#Cc2ccc([C@@H]3[C@@H](CO)N4CCCCN(Cc5ccccc5F)C[C@@H]34)cc2)cc1	95*	19	-3	-4.7	.	-1[16.7 µM]	4	-9
COc1ccc(S(=O)(=O)N(C)C[C@H]2Oc3ccc(NS(=O)(=O)c4cccs4)cc3CC(=O)N([C@H](C)CO)C[C@H]2C)cc1	8	-6&-5	3&6	0.5&0.2	4	19[16.7 µM]	13&-2	0&6
COc1cccc(CNC(=O)c2cc(S(=O)(=O)N3CCCC3)cn2C)c1	.	-3	.	-1.8	13	1	-1	5
COc1ccc(S(=O)(=O)Cc2ccc(C(=O)N3CCN(c4ncccn4)CC3)o2)cc1	-2	0	2	0.6	-3	1	-1	3
